Screening results deposited in PubChem BioAssay by several laboratories.
Yp Topo-I inh – inhibitors of Yersinia pestis topoisomerase I; activity, % at 10 µM; Y. pestis Topo-I cleavage product accumulation, plate reader; 360,000 tested, 0.064% active; in the data active = activity above about 50%, passing the limit was not always enough; note: inactives centre near 2
Rv3671c inh – inhibits the M. tuberculosis serine protease Rv3671c; inhibition, % at 5.96 µM; 320,000 tested, 0.048% active; in the data active = inhibition above about 38%;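 note: extracellular domain of Rv3671c used as enzyme; 0% = enzyme with DMSO and 100% = no enzyme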
SARS 3CLpro inh – SARS-CoV 3CLpro protease inhibition | P0C6X7 | recombinant SARS-CoV 3CLpro, quenched FRET peptide cleavage | inhibition, % at 6 µM | 290,000 tested, 0.14% active; in the data active = inhibition above about 12%
BH1578 lux ind – induces V. cholerae light production without autoinducers | V. cholerae BH1578 lux reporter, luminescence, 6 h | activation, % at 18.7 µM | 350,000 tested, 0.16% active; in the data active = activation mostly above about 9.7%, no sharp cut-off; note: not every result past the cut was called active; inactives centre near 0; reference of the scale not given here
PrPC TRFRET – reduces human prion protein on the cell surface; P04156; cell surface PrPC, TR-FRET read-out; inhibition, % at 13.8 µM; 370,000 tested, 0.43% active; AID 720596; in the data active = inhibition above about 24%; note: 0% = median of the test wells and 100% = reference compound wells
CCHFV vOTU inh – blocks the CCHF virus ovarian tumor domain protease | CCHFV vOTU protease, Pep-AMC fluorescence | inhibition, % at 11.5 µM | 370,000 tested, 0.55% active | AID 651958; in the data active = inhibition above about 30%; note: 0% = vehicle wells with enzyme and 100% = no enzyme wells
PriA SSB inh – K. pneumoniae PriA-SSBct interaction inhibition. AlphaScreen SSBct-PriA binding, biotinylated peptide. inhibition, % at 33 µM. 430,000 tested, 0.6% active. AID 1272365; in the data active = inhibition mostly above about 37%, no sharp cut-off; inactive = mostly below about 20%;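 note: plate controls were negative control peptide for no effect and reference peptide for full effect; strong numbers were not always called active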
MazF activator – increases E. coli MazEF RNase cleavage of RNA. P0AE70. FAM/BHQ RNA-DNA oligo cleavage fluorescence, 5 h. activation, % at 20 µM. 350,000 tested, 0.32% active. AID 504720; in the data active = activation above about 50%
DUSP3 inh – inhibitors of human VHR1 phosphatase (DUSP3); inhibition, % at 13.3 µM; P51452; 290,000 tested, 0.52% active; recombinant VHR phosphatase, pNPP absorbance; in the data active = inhibition above about 50%; note: some compounds called inactive have numbers as strong as hits
TcdB GH inh – blocks C. difficile toxin B glycohydrolase activity | P18177 | TcdB glycohydrolase enzymatic assay, plate reader | inhibition, % at 9.99 µM | 350,000 tested, 0.24% active | AID 652162; in the data active = inhibition above about 10%
Target sequence (P18177 whole entry, looked up): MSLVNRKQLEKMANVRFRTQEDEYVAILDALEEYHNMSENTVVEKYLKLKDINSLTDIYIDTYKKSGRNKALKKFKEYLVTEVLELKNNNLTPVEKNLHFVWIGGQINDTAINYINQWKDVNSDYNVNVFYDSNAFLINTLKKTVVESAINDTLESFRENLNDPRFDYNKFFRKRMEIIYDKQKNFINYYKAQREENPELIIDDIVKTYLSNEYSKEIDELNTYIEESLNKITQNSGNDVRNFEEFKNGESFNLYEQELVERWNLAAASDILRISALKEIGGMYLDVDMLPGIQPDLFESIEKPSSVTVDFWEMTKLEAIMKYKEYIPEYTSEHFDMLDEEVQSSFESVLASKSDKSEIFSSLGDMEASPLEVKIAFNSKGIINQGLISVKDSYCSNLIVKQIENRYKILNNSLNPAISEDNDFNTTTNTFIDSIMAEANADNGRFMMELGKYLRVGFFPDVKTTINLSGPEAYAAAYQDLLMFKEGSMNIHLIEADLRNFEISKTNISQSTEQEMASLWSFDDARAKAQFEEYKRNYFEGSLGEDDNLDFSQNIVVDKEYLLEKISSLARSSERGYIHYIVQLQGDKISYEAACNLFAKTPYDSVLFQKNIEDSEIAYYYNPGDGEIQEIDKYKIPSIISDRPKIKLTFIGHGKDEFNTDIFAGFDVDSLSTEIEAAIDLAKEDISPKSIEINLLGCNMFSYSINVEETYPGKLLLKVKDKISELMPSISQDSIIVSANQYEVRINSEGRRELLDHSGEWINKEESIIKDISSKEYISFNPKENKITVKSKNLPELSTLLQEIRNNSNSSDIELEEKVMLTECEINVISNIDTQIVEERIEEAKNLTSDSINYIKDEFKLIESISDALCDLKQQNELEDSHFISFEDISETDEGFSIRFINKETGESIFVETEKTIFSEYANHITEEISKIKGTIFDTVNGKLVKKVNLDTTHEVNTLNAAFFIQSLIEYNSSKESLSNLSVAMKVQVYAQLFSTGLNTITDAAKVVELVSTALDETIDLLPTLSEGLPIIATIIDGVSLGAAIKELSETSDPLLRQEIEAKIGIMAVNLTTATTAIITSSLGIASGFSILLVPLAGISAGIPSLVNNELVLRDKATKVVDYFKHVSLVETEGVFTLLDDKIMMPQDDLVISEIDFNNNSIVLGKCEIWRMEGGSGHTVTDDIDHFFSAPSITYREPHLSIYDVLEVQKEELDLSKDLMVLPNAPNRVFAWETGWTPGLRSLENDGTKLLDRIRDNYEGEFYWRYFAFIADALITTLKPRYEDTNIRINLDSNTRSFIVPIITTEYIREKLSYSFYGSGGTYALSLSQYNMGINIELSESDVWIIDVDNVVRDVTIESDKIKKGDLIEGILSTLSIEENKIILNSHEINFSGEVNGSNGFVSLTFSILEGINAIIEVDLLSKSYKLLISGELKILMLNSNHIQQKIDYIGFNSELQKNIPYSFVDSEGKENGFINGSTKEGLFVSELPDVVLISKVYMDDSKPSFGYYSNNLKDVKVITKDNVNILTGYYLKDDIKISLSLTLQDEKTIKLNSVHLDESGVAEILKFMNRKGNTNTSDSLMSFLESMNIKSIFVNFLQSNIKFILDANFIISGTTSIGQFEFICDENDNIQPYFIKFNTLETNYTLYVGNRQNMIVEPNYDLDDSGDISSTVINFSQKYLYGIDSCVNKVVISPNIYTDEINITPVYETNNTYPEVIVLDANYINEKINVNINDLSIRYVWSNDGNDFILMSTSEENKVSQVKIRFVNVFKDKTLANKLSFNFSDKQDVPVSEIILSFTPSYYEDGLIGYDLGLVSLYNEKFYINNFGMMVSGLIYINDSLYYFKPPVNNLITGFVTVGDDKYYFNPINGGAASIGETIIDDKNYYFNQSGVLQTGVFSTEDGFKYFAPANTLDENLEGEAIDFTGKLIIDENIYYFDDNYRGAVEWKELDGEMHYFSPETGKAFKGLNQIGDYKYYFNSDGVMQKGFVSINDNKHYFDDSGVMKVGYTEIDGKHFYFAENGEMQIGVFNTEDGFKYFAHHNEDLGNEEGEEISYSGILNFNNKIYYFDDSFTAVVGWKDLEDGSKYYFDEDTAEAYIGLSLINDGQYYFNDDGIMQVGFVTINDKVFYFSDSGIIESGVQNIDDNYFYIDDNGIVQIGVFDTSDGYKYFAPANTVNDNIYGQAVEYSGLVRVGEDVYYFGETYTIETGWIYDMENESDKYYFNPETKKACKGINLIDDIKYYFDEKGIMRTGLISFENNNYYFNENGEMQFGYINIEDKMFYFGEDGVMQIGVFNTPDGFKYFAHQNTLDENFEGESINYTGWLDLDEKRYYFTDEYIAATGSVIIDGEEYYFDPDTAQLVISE
The depositor's hits bear a star; i = inactive; / = no result given; & = joins results of further samples. Some of the compounds tested. The share of hits here may be higher or lower than overall.

1: Cc1ccc(F)c(NC(=O)c2ccc(Cn3cc(Cl)cn3)cc2)c1
2: Cc1ccc(S(=O)(=O)N2CCN(C(=O)c3ccc(-n4cncn4)c([N+](=O)[O-])c3)CC2)c(C)c1
3: O=C(NCCN1CCCCC1)Nc1ccccc1
4: COc1ccc(C(=O)C[n+]2ccc3c(c2)nc(-c2cc(OC)c(OC)cc2OC)n3C)cc1
5: O=S(=O)(c1cccs1)N1CCN(CCOc2ccccc2)CC1
6: CCOC(=O)COc1nc(Nc2ccccc2C)nc(N(C)C)n1
7: CC(NC(=O)CN1C(=O)NC2(CCCCCCC2)C1=O)c1ccccc1 (configuration not stated)
8: COc1ccc(C)cc1NC(=O)c1ccc(CN2CCN(c3ccccc3)CC2)cc1

Assay by compound	1	2	3	4	5	6	7	8
Yp Topo-I inh	17	6	7	3	23	1	1	3
Rv3671c inh	7	/	5	7	/	1	3	-2
SARS 3CLpro inh	-5	/	-2	-3	/	-3	/	5
BH1578 lux ind	2.2	-1.0	-0.4	i	-0.7	10	-1.4	-0.1
PrPC TRFRET	13	-25	-5	-10	6	-7	12	-1
CCHFV vOTU inh	-2	2	-12	14	3	3	-11	10
PriA SSB inh	-26	/	-20	-2	-2	-15	-1	10
MazF activator	3	8	1	8	3	-12	3	-8
DUSP3 inh	17	/	-11	8	/	1	/	7
TcdB GH inh	0.7	0.5	/	1.8	3.9	/	0.8	/

9: CCOC(=O)C1=C(C)NC(=O)CC1c1cc2c(cc1[N+](=O)[O-])OCO2 (configuration not stated)
10: CC(C)(C)N(Cc1ccccc1)C(=O)COC(=O)CN1C(=O)C2CC=CCC2C1=O (configuration not stated)
11: COC(=O)c1ccc(COc2ccc(/C=N/N3CCN(C)CC3)cc2)cc1
12: CC(c1ccccc1)N1CCc2[nH]c(=S)[nH]c(=O)c2C1 (configuration not stated)
13: COC(=O)c1ccc(/C=N/Nc2nc(-c3ccccc3)cs2)cc1
14: CCOc1ccc(C(=O)Nc2nnn(CC)n2)cc1
15: Cc1noc(/C=C/N(C)C)c1S(=O)(=O)N(C)CC(=O)NC1CCCCC1
16: CS(=O)(=O)N1CCN(c2ccc(NC(=S)NC(=O)c3ccccc3[N+](=O)[O-])cc2)CC1

Assay by compound	9	10	11	12	13	14	15	16
Yp Topo-I inh	3	22	6	4	-3	-3	17	-3
Rv3671c inh	-4	-4	-1	1	15	1	-4	9
SARS 3CLpro inh	5	-4	4	4	1	-4	2	2
BH1578 lux ind	0.4	i	-0.3	-0.4	-0.2	i	-0.4	-1.5
PrPC TRFRET	9	-4	5	0	7	6	1	4
CCHFV vOTU inh	11	21	-14	-12	4	6	11	-9
PriA SSB inh	14	-3	/	-15	/	-2	0	-7
MazF activator	13	0	5	6	-3	-6	-4	-7
DUSP3 inh	-17	12	10	20	9	22	29	16
TcdB GH inh	0.6	0.0	0.3	0.1	/	/	/	0.2

17: Cc1ccc(S(=O)(=O)N2CC3(C)CN(S(=O)(=O)c4ccc(C)cc4)CC(C)(C2)C3O)cc1 (configuration not stated)
18: O=C(/C=C/c1ccco1)NCCCN1CCOCC1
19: Cc1ccc(C)c(N2CCN(CCCc3ccccc3)CC2)c1
20: CCC(=O)N/N=C(\C)CC(=O)Nc1ccc2ccccc2c1
21: O=C(COc1ccc(F)cc1Cl)Nc1ccccc1C(=O)N1CCCCC1
22: O=[N+]([O-])c1ccc2c(c1Nc1ccccc1)=NC1(CCCCC1)N=2
23: COc1ccc(/C=C/C(=O)OCC(=O)Nc2ccc(N3CCOCC3)cc2)cc1OC
24: Cc1ccccc1N(CC(=O)N/N=C/c1cc(C)n(-c2ccccc2C)c1C)S(C)(=O)=O

Assay by compound	17	18	19	20	21	22	23	24
Yp Topo-I inh	-3	8	-1	-2	9	-1	-2	19
Rv3671c inh	-8	2	/	-17	7	2	-1	1
SARS 3CLpro inh	1	5	6	2	/	-4	-2	6
BH1578 lux ind	-0.3	-0.5	i	i	i	-4.8	0.5	-0.6
PrPC TRFRET	1	-4	3	-7	6	-3	-5	4
CCHFV vOTU inh	8	8	16	-4	-10	4	1	15
PriA SSB inh	-12	-15	-12	/	-22	-17	-2	/
MazF activator	-7	9	-12	-81	-3	-5	10	4
DUSP3 inh	36	14	5	-1	/	10	9	-2
TcdB GH inh	/	0.6	0.6	/	2.8	/	-0.2	/

25: COc1ccccc1-c1cccc([C@@H]2C[C@H]3[C@H](CON3C)CN2Cc2cc(Cl)cc(Cl)c2)c1
26: CCCN1CCc2c(sc(NC(=O)c3ccc(S(=O)(=O)N4CCN(C(=O)OCC)CC4)cc3)c2C(N)=O)C1
27: CC1CCCC(C)N1C(=O)CSc1nnc(-c2cccs2)o1 (configuration not stated)
28: O=C(Cc1cccc(NC(=O)C2CCCN(C(=O)C3CCCCC3)C2)c1)Nc1cccc(C(=O)N2CCOCC2)c1 (configuration not stated)
29: CSc1ccccc1OCc1cc(C(=O)NCCc2ccco2)no1
30: CSc1nc2[nH]c(=O)n(O)c(=O)c2n1Cc1ccccc1
31: COCCn1c(SCC(=O)c2ccccc2)nc2c(c1=O)SCC2
32: O=C(N/N=C/c1ccc([N+](=O)[O-])s1)c1ccccc1Br

Assay by compound	25	26	27	28	29	30	31	32
Yp Topo-I inh	2	26	3	17	27	7	5	7
Rv3671c inh	/	-4	-5	/	-11	/	8	1
SARS 3CLpro inh	/	-3	0	/	0	/	2	-3
BH1578 lux ind	1.4	-1.5	-17	i	i	i	-0.3	-0.9
PrPC TRFRET	-7	-21	-9	2	-6	5	9	-49
CCHFV vOTU inh	16	9	-18	-12	1	10	-3	-2
PriA SSB inh	-1	-1&-12	-14	-4	-2	-4	-5	/
MazF activator	-4	-10	-14	-3	-4	8	-4	4
DUSP3 inh	/	24	-2	/	9	/	16	44
TcdB GH inh	2.2	1.9	1.4	1.4	0.8	-3.4	0.8	0.2

33: O=C(c1cc(COc2ccc(F)cc2Cl)on1)N1CC2C[C@@H]3CC1C[C@H](C2)C3
34: CC1=CC(C)(C)N(C(=O)C(C)N2C(=O)c3ccccc3C2=O)c2ccc(C)cc21 (configuration not stated)
35: O=C(N/C(=C/c1cccs1)C(=O)N1CCOCC1)c1cccs1
36: CCn1c(SCC(=O)Nc2ccc(F)cc2F)nc2c(c1=O)SCC2
37: COc1ccc(N2CCN(C(=O)Cc3coc4cc(C)ccc34)CC2)cc1
38: Cc1ccc(C)c(S(=O)(=O)N=Nc2c(O)[nH]c3ccccc23)c1
39: CCOc1ccccc1NC(=O)Cc1ccccc1OC
40: CCN(CC(=O)Nc1cccc(S(N)(=O)=O)c1)Cc1nc2ccccc2c(=O)[nH]1

Assay by compound	33	34	35	36	37	38	39	40
Yp Topo-I inh	19	1	-2	6	10	-11	12	-6
Rv3671c inh	2	3	4	-1	12	-6	-8	6
SARS 3CLpro inh	7	-1	4	1	-3	-4	-3	3
BH1578 lux ind	i	/	-2.5	-0.1	0.4	-0.3	-0.3	0.8
PrPC TRFRET	2	-8	-1	5	2	3	-7	-2
CCHFV vOTU inh	4	-4	21	13	-3	-1	6	-12
PriA SSB inh	-14	8	8	-13	30	2	-14	3
MazF activator	-13	6	5	-11	8	6	-2	6
DUSP3 inh	18	23	34	2	26	-24	15	-15
TcdB GH inh	3.1	/	-4.6	1.0	-1.6	1.3	/	1.5

41: CCCc1nn(C)c2c(=O)[nH]c(-c3ccccc3OCC)nc12
42: Oc1c(Br)cc(Br)cc1CNc1ccc(F)cc1
43: CCOC(=O)Cc1csc(NC(=O)CSc2nc(C)cc(=O)[nH]2)n1
44: COc1ccc(/C=C(/NC(=O)c2ccco2)C(=O)NCc2ccco2)cc1
45: NC(=O)c1cccnc1Nc1ccccc1F
46: O=C(Cn1ncc2c(=O)oc3ccccc3c21)NC1CC1
47: CC(=O)c1c(C)[nH]c(C(=O)Nc2cccc(C)c2C)c1C
48: C=CCNc1nc2c(c(=O)[nH]c(=O)n2C)n1CCCc1ccccc1

Assay by compound	41	42	43	44	45	46	47	48
Yp Topo-I inh	11	-2	-5	3	-2	4	5	-12
Rv3671c inh	1	11	-41	/	5	7	4	7
SARS 3CLpro inh	-2	-3	-2	/	0	0	-6	-2
BH1578 lux ind	-0.5	0.4	-1.9	i	-0.2	i	-1.3	i
PrPC TRFRET	0	-5	-1	-10	5	-3	2	5
CCHFV vOTU inh	-5	8	-11	4	29	0	4	-14
PriA SSB inh	-5	-2	-4	/	-2	-1	-5	-6
MazF activator	-4	-9	-3	6	-3	1	14	-1
DUSP3 inh	0	17	-15	/	-5	18	31	13
TcdB GH inh	-0.5	0.2	/	2.7	-1.5	/	2.7	-1.1

A different layout for five compounds above:
No.	structure	Yp Topo-I inh	Rv3671c inh	SARS 3CLpro inh	BH1578 lux ind	PrPC TRFRET	CCHFV vOTU inh	PriA SSB inh	MazF activator	DUSP3 inh	TcdB GH inh
27	CC1CCCC(C)N1C(=O)CSc1nnc(-c2cccs2)o1 (configuration not stated)	3	-5	0	-17	-9	-18	-14	-14	-2	1.4
28	O=C(Cc1cccc(NC(=O)C2CCCN(C(=O)C3CCCCC3)C2)c1)Nc1cccc(C(=O)N2CCOCC2)c1 (configuration not stated)	17	/	/	i	2	-12	-4	-3	/	1.4
29	CSc1ccccc1OCc1cc(C(=O)NCCc2ccco2)no1	27	-11	0	i	-6	1	-2	-4	9	0.8
30	CSc1nc2[nH]c(=O)n(O)c(=O)c2n1Cc1ccccc1	7	/	/	i	5	10	-4	8	/	-3.4
31	COCCn1c(SCC(=O)c2ccccc2)nc2c(c1=O)SCC2	5	8	2	-0.3	9	-3	-5	-4	16	0.8

(more compounds)
49: CCCCNC(=O)C1CCCN(S(=O)(=O)c2ccc(S(=O)(=O)NCC(C)C)cc2)C1 (configuration not stated)
50: NC(=O)CC(NC(=O)Cc1cccc2ccccc12)c1ccc(N2CCCCCC2)c([N+](=O)[O-])c1 (configuration not stated)
51: CC(C)OC(=O)c1ccc(COC(=O)c2cccc(-c3nnc(-c4ccccc4)o3)c2)cc1
52: COc1ccc(CNc2nc(NC(C)=O)nn2-c2ccccc2)cc1
53: O=C(COC(=O)Cc1c(F)cccc1Cl)NC1CCS(=O)(=O)C1 (configuration not stated)
54: O=C(NCc1ccccc1)C(c1ccncc1)N(C(=O)c1csnn1)c1ccccc1F (configuration not stated)
55: Cc1ccc(CNC(=O)C2(C)CCN2C(=O)Cc2ccc(-c3ccccc3)cc2)cc1 (configuration not stated)

Assay by compound	49	50	51	52	53	54	55
Yp Topo-I inh	0	1	-2	-6	3	-2	29
Rv3671c inh	-13	-4	-14	1	1	-2	/
SARS 3CLpro inh	4	4	0	-4	/	-1	/
BH1578 lux ind	-0.4	-0.3	-0.2	-0.1	i	-0.2	0.3
PrPC TRFRET	9	-20	-4	7	3	9	4
CCHFV vOTU inh	-1	25	-14	-4	1	-9	19
PriA SSB inh	-8	-4	-11	-7	-10	-2	/
MazF activator	-6	-5	2	-10	6	-20	/
DUSP3 inh	6	24	18	0	/	22	/
TcdB GH inh	/	-4.6	0.6	0.4	2.5	0.5	-0.1
